Screening results: PubChem BioAssay, National Center for Advancing Translational Sciences (NCATS)
TrxR1 inh: qHTS Assay for Inhibitors of Mammalian Selenoprotein Thioredoxin Reductase 1 (TrxR1): qHTS; Thioredoxin reductase 1, cytoplasmic (Rattus norvegicus), O89049; recombinant rTrxR1, NADPH fluorescence consumption, selenite substrate; Potency, µM (titrated, usually from 114 µM), inactives show top-dose activity change, negative = inhibition, usual class: inhibitors; hit rate 1% among 390,000; AID 588453, 2011; further: potency means the concentration at half of the fitted maximal effect; on the % scale 0 is the no-effect control and ±100 the full control effect; nearly all actives have a fitted effect of over 65% in size
Target sequence (O89049 whole entry, looked up): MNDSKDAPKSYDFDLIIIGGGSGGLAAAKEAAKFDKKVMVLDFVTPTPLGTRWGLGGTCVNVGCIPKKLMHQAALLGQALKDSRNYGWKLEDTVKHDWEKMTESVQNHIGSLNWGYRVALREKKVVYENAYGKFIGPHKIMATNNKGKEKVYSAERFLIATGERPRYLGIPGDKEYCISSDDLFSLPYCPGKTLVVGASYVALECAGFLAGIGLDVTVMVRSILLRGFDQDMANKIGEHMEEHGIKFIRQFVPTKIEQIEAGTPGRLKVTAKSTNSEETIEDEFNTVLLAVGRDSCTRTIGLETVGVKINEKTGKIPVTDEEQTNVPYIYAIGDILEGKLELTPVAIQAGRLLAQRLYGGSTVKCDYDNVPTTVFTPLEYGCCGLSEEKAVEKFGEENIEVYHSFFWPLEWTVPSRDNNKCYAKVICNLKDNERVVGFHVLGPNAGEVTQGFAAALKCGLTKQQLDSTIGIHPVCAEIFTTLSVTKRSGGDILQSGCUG
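Rat TrxR1 (90 nM in the dispensed reagent) was pre-reduced with 400 uM NADPH for 5 min at room temperature, then incubated with compound for 15 min. After 400 uM selenite was added, NADPH fluorescence (Ex 340/Em 450 nm) was followed for 8 min.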
mIDH1 inhibitor: qHTS for Inhibitors of mutant isocitrate dehydrogenase 1 (IDH1): qHTS; Isocitrate dehydrogenase [NADP] cytoplasmic (Homo sapiens), O75874; IDH1-R132H enzyme, NADPH consumption, diaphorase/resazurin fluorescence; Potency, µM (top dose mostly 76.6 µM), for the others: at the highest dose activity change, negative = inhibition, most hits filed as inhibitors; hit rate 0.093% among 390,000; further: potency means the concentration at half of the fitted maximal effect; on the % scale 0 is the no-effect control and ±100 the full control effect; nearly all actives have a fitted effect of over 65% in size
Target sequence (O75874 whole entry R132H, stated change not applied): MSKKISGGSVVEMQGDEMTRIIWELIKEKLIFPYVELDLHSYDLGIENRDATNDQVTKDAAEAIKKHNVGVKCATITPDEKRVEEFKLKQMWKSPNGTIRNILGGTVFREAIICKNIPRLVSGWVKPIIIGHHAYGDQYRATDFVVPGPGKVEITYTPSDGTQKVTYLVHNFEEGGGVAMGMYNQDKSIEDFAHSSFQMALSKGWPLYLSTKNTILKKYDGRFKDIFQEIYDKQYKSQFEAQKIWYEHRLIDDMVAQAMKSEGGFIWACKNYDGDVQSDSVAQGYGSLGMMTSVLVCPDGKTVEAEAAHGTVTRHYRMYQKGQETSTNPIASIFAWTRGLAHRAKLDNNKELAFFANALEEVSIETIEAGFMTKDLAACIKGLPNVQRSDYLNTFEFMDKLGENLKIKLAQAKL
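IDH1-R132H (0.5 ug/mL dispensed) in pH 7.5 Tris buffer was preincubated 30 min with compound, then given a substrate mix of 0.016 mM NADPH and 2 mM alpha-KG for 80 min at room temperature; remaining NADPH was read by diaphorase/resazurin fluorescence.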
D2 antag: HTS Assay for Allosteric Antagonists of the Human D2 Dopamine Receptor: Primary Screen for Antagonists | D(2) dopamine receptor (Homo sapiens), P14416 | HEK293 TREx D2 cells, calcium flux, dopamine EC80 | inhibition, % at 10 µM | hit rate 2% among 340,000 | AID 485344, 2010; in the data active means inhibition above about 30%; further: 0% is about no effect
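Compounds are added to dye-loaded, induced HEK293 T-REx cells coupled to calcium release via D2; after a 3 min kinetic read an EC80 dopamine stimulus is given and fluorescence is recorded for 3 more min.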
PI4K2A block: qHTS for small molecular inhibitors of PI4K2A | purified PI4K2A, ADP-Glo luminescence, 1 h; stronger effect = lower value | activity change, negative = inhibition, % at 76.9 µM | hit rate 0.13% among 420,000 | AID 1346378, 2018; in the data active means activity change below about -50%; inconclusive means mostly about -30% to -49%;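 further: -100% = wells without enzyme as full effect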
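Compounds are screened against recombinant PI4K2A using PI as substrate and ATP, the latter dispensed at 300 microM. Reactions run one hour at ambient temperature before ADP-Glo detection; full inhibition defined by wells lacking enzyme.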
TrxR1 substrate: qHTS Assay for Substrates of Mammalian Selenoprotein Thioredoxin Reductase 1 (TrxR1): qHTS | purified TrxR1 substrate turnover, NADPH consumption readout | AID 588456, 2011 | Thioredoxin reductase 1, cytoplasmic (Rattus norvegicus), O89049 | Potency, µM (series often up to 114 µM), for inactives: at the highest dose activity change, negative = substrate turnover | hit rate 0.01% among 390,000; further: potency means the concentration at half of the fitted maximal effect; on the % scale 0 is the no-effect control and ±100 the full control effect; nearly all actives have a fitted effect of over 50% in size
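Rat TrxR1, dispensed at 90 nM, was prereduced with 400 uM NADPH (final) for 5 min at ~22 deg C, then incubated with compound 15 min before 400 uM selenite. A first-read NADPH fluorescence drop versus no-compound background flagged substrates.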
TRHR agonist: qHTS for Small Molecule Agonists and Allosteric Enhancers of Human TRH Receptor: Primary Screen for Agonists; Thyrotropin-releasing hormone receptor (Homo sapiens), P34981; TRHR cells, calcium flux fluo-8, FDSS agonist mode; activation, % at 2 µM; hit rate 0.18% among 360,000; AID 493084, 2011; in the data active means activation above about 30%; further: 0% is about no effect
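Read-out: compound-evoked intracellular calcium rise in TRHR cells, fluo-8 dye, kinetic FDSS fluorescence at 1 s/cycle following a 10-cycle baseline. Cells cultured overnight before dye loading (30 min–1.5 h, RT).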
TRHR PAM: qHTS for Small Molecule Agonists and Allosteric Enhancers of Human TRH Receptor: Primary Screen for Enhancers. hit rate 0.66% among 360,000. Thyrotropin-releasing hormone receptor (Homo sapiens), P34981. TRHR cells, fluo-8 calcium fluorescence, EC20 TRH enhancement. enhancement, % at 2 µM; in the data active means enhancement above about 30%; further: 0% is about no effect
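Enhancer read-out: after compound pinning and an initial kinetic agonist-mode read, an EC20 of TRH (10 nM final) was injected and fluo-8 calcium signal (Ex 480/Em 530) followed at 1 s/cycle for 100 cycles in TRHR-expressing cells.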
D2 ag: HTS Assay for Allosteric Agonists of the Human D2 Dopamine Receptor: Primary Screen for Agonists; D(2) dopamine receptor (Homo sapiens), P14416; HEK293 T-REx D2 cells, calcium flux agonist mode; activation, % at 2 µM; hit rate 0.53% among 340,000; AID 485358, 2010;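 active means activation over 3 SD above normal in the single-dose calcium agonist read, cut at about 30% in these data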; further: 0% is about no effect
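Agonism scored from kinetic calcium signal (1 read/sec, 180 s) following compound pin transfer, after a 10 s baseline. Cells: HEK293 Trex line expressing inducible D2 receptor coupled to calcium, dye-loaded after overnight culture at 30 C.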
USP1 inh: Inhibitors of USP1/UAF1: Primary Screen. Ubiquitin carboxyl-terminal hydrolase 1 (Homo sapiens), O94782. recombinant USP1/UAF1, Ub-Rhodamine cleavage fluorescence. Potency, µM (highest dose often 57.1 µM), without a hit: at the top dose activity change, negative = inhibition, most hits filed as inhibitors. hit rate 0.23% among 390,000. AID 743255, 2014; further: potency means the concentration at half of the fitted maximal effect; on the % scale 0 is the no-effect control and ±100 the full control effect; nearly all actives have a fitted effect of over 60% in size; inactives centre near -12
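1 nM enzyme complex + cpd, 15 min RT; start with Ub-Rho 150nM final; kinetic fluorescence ex 480/em 540, 6 reads q60 s. Buffer 50mM HEPES pH 7.8, 0.5mM EDTA, 0.1 mg/ml BSA, 1mM TCEP, 0.01% Tween-20.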
* marks the source's active call; other numbers are inactive results; ? = inconclusive; . = no result given; [ ] = dose if it differs, or a comment. Unless noted, the call rests on the fitted dose curve; in most records, active means well fitted inhibition curve with a large enough effect; inconclusive means small, poorly fitted or top-dose-only effect; inactive means no such curve, though single readings can be large or run the other way.

| no. | structure | TrxR1 inh | mIDH1 inhibitor | D2 antag | PI4K2A block | TrxR1 substrate | TRHR agonist | TRHR PAM | D2 ag | USP1 inh |
| --- | --- | --- | --- | --- | --- | --- | --- | --- | --- | --- |
| 1 | CCc1ccc(N(C(=O)CCC(=O)Nc2cc(C)on2)C(C(=O)NC2CCCC2)c2ccco2)cc1 (configuration not stated) | 7.5% | -11.5% | 33.5* | -1.3 | 0.7% | 0.7 | -1.6 | -0.9 | -18.7% |
| 2 | COC(=O)C1C(c2ccccc2)NC(=O)NC1(O)C(F)(F)Cl (configuration not stated) | -9.4% | 6.8% | -12.7 | 3.5 | -4.2% | 1.7 | -3.3 | 0.5 | -17.2% |
| 3 | COc1ccc(S(=O)(=O)N2CCC(C(=O)NC3(C)CCS(=O)(=O)C3)CC2)cc1OC (configuration not stated) | -4.1% | 0.0% | -0.1 | -0.1 | -4.2% | 0.0 | -5.8 | 0.3 | -12.4% |
| 4 | CNC(=O)COc1ccc(S(=O)(=O)N2CCCC2)cc1 | 8.4%[57.1 µM] | 2.1% | -3.5 | 3.0 | -6.2% | 0.4 | -4.2 | 0.3 | -4.5% |
| 5 | CC(C)c1ccc(OCC(=O)N(Cc2ccccc2)c2ccccn2)cc1 | -0.8% | 5.4% | 1.8 | -0.1 | -9.4% | 1.6 | 4.7 | 0.8 | -10.2% |
| 6 | O=C(CN1CC[n+]2c(-c3cccs3)csc21)c1ccc(-c2ccccc2)cc1 | -2.4%[57.1 µM] | -1.2% | 1.2 | -3.5 | 1.4%[57.1 µM] | 0.0 | 12.1 | -0.2 | -16.8% |
| 7 | Cc1cccc([C@@H]2[C@@H]3C(=O)N(Cc4ccccc4)C(=O)[C@@H]3[C@]3(Cc4ccc(Cl)cc4)C(=O)N(c4cccc(Cl)c4)C(=O)N23)c1 | 18.7% | 6.5% | 23.3 | -4.4 | 2.7% | 0.8 | -1.6 | 2.3 | -19.9% |
| 8 | CCNC(=O)NC(=O)CN(C)c1ccccc1 | 11.1% | -0.6% | 10.1 | -0.9 | -1.3% | -0.3 | 34.2* | 0.2 | -3.0% |
| 9 | Cc1sc(-c2ccncc2)nc1OC(=O)c1ccccc1 | -18.9% | 3.8% | -9.2 | 5.8 | -5.2% | -0.4 | 2.5 | 0.7 | -19.8% |
| 10 | CCOC(=O)c1cc(S(=O)(=O)N2CCN(Cc3ccccc3)CC2)cn1C | 11.9%[57.1 µM] | 10.4% | -11.8 | 2.7 | 7.9%[57.1 µM] | 0.4 | -0.2 | -0.4 | -19.0% |
| 11 | CCCOc1ccc(C(=O)C(CN2CCOCC2)c2ccccc2)cc1 (configuration not stated) | 12.7% | 3.5% | -12.5 | 28.5 | -2.3% | 0.2 | -3.2 | -0.4 | -11.1% |
| 12 | COc1ccc(CC(=O)NNC(=O)COc2ccc(Cl)cc2C)cc1S(=O)(=O)N1CCOCC1 | -6.1% | -3.1% | -32.5 | 4.8 | -3.7% | -0.1 | 1.3 | -0.5 | 3.7% |
| 13 | CCc1ccccc1N(CC(=O)N1CCN(c2ccc(F)cc2)CC1)S(C)(=O)=O | 10.8% | -1.9% | -12.3 | 1.3 | -2.9% | -0.1 | 1.7 | -0.4 | -6.5% |
| 14 | CC1Nc2ncnc(N3CCN(c4ccccc4)CC3)c2N(Cc2ccccc2)C1=O (configuration not stated) | 1.2% | 1.2% | -4.9 | -3.1 | -3.8% | -0.2 | -4.0 | -1.1 | -25.1% |
| 15 | N#CC(C(=O)OC1CCCCC1)c1nc2ccccc2nc1N1CCOCC1 (configuration not stated) | -19.8%[57.1 µM] | 3.5% | 14.9 | 0.9 | -8.2%[57.1 µM] | -0.4 | -3.3 | 0.2 | 122.1%[activator] |
| 16 | CCN(CCC#N)c1ccc(N2C(=O)CCCC2=O)cc1[N+](=O)[O-] | 22.1% | 15.0% | -10.0 | 5.6 | 4.4% | 0.4 | 7.6 | 1.2 | -25.0% |
| 17 | CC(C)c1onc(C(=O)NC2CCCC2)c1[N+](=O)[O-] | 18.4% | -2.4% | 1.3 | -2.1 | -0.2% | -0.3 | 7.4 | 0.0 | -15.7% |
| 18 | COc1ccccc1N1CCN(c2ncc(C(=O)N3CCN(c4cccc(Cl)c4)CC3)c3ccccc23)CC1 | 10.4%[57.1 µM] | -2.4% | 15.0 | 1.9 | -0.6%[57.1 µM] | 1.5 | -1.6 | 8.6 | -18.8% |
| 19 | CCC(=O)C1CCCN(C(=O)c2cccc(OC3CCN(S(C)(=O)=O)CC3)c2)C1 (configuration not stated) | 16.7% | -1.3% | . | 1.7 | 2.7% | . | . | . | -11.6% |
| 20 | COc1ccc(OC)c(C2C(C#N)=C(N)Oc3c2c(C)nn3-c2ccc(C)cc2)c1 (configuration not stated) | -0.4%[57.1 µM] | -3.9% | 6.9 | 6.3 | -5.5% | 0.0 | -2.8 | 0.1 | -4.2% |
| 21 | COc1ccc(-c2c(C)nc(N)nc2-c2ccc(OCc3ccc(C)cc3)cc2O)cc1OC | -11.7% | ? | -4.8 | -2.8 | -9.9% | 0.5 | 14.5 | 29.0 | -1.1% |
| 22 | CC(C)(C)OC(=O)N1CCC(CC2CC(c3ccccc3)=NO2)(C(=O)NCc2ccccc2)CC1 (configuration not stated) | 17.4%[57.1 µM] | -12.3% | -5.5 | 4.0 | 7.9%[57.1 µM] | -0.3 | 0.2 | -0.2 | -21.6% |
| 23 | O=C(Nc1nc(-c2cccs2)cs1)c1ccc(S(=O)(=O)N2CCCC2)cc1 | -2.9%[57.1 µM] | 1.4% | -1.7 | 5.0 | -2.7%[57.1 µM] | 0.3 | 3.3 | -0.1 | -15.6% |
| 24 | O=C(COc1cccc2ccccc12)N/N=C/c1ccncc1 | -4.0% | -3.1% | -7.1 | -3.2 | -7.4% | -0.1 | -3.3 | 1.8 | -6.1% |

(more compounds)
entry	Molecule	TrxR1 inh	mIDH1 inhibitor	D2 antag	PI4K2A block	TrxR1 substrate	TRHR agonist	TRHR PAM	D2 ag	USP1 inh
25	CCN1CCN(C(c2ccc(SC)cc2)c2c(O)cc(C)n(Cc3ccco3)c2=O)CC1 (configuration not stated)	?	-3.9%	.	2.0	-3.3%[57.1 µM]	0.2	21.7	0.6	?
26	Cc1ccc(CNC(=O)c2ccc(S(=O)(=O)N(C)C)cc2)n1C	-30.0%	-2.7%	-3.1	1.9	3.5%[0.457 µM]	-0.8	-0.5	-2.8	11.2%
27	O=C(NNC(=O)C12CC3CC(CC(O)(C3)C1)C2)c1ccccc1O	-20.2%	8.7%	0.4	7.6	121.0%[activator]	0.5	13.9	0.9	-14.5%
28	CCCc1cc(Nc2ccccc2C)n2ncnc2n1	23.4%	3.0%	-7.7	-0.5	15.8%	0.4	35.4*	0.7	-11.9%
29	COc1ccc(C2CC(=O)CC(=O)C2n2cncn2)cc1 (configuration not stated)	0.7%	8.0%	-8.2	-4.2	6.4%	0.2	4.0	1.7	-9.1%
30	Cc1ccccc1C(=O)N1CCN(c2ccc(NC(=O)c3cccc(OC(C)C)c3)cc2)CC1	-10.2%	6.8%	-7.7	3.8	-7.1%	-0.7	2.6	0.4	-3.2%
31	O=C1CCCN1c1ccc(S(=O)(=O)N2CCC(c3ccccc3)CC2)cc1	23.6%	3.0%	-17.0	5.6	6.6%	-1.9	-10.2	1.6	-19.3%
32	CC(=O)c1cccc(N(C(=O)CNC(=O)c2ccco2)C(C(=O)NCc2ccco2)c2ccccc2)c1 (configuration not stated)	-0.8%	-3.8%	-1.2	0.8	-3.3%	0.1	-4.6	0.3	-9.9%
33	O=C(CCCOc1ccccc1)NN1C(=O)NC2(CCCCC2)C1=O	-7.2%	4.3%	7.1	3.8	-0.1%	-0.4	5.1	0.5	-5.0%
34	COC(=O)c1ccccc1Oc1cnc2ccccc2n1	-1.5%[57.1 µM]	11.5%	-9.1	5.9	9.0%[57.1 µM]	-0.5	-0.2	0.6	3.1%
35	CC(=O)Nc1sc(C)c(C)c1C(=O)OCC(=O)Nc1ccccc1	33.4%	0.0%	28.7	-2.6	9.0%	2.3	-0.4	0.4	-18.6%
36	COc1cc(NC(=O)Cc2ccccc2OC)cc(OC)c1	13.9%	-1.6%	2.9	-0.7	8.3%	-0.4	1.6	-3.2	-7.5%
37	C=CC(=O)Nc1cccc(Oc2ccnc(Nc3ccc(N4CCN(C)CC4)cc3)n2)c1	9.8%	-4.6%	.	3.1	0.1%	.	.	.	-19.1%

TRHR PAM: hit marks shown above
nr	SMILES	TrxR1 inh	mIDH1 inhibitor	D2 antag	PI4K2A block	TrxR1 substrate	TRHR agonist	TRHR PAM	USP1 inh
8	CCNC(=O)NC(=O)CN(C)c1ccccc1	11.1%	-0.6%	10.1	-0.9	-1.3%	-0.3	34.2*	-3.0%
28	CCCc1cc(Nc2ccccc2C)n2ncnc2n1	23.4%	3.0%	-7.7	-0.5	15.8%	0.4	35.4*	-11.9%
